# PfHsp40 yeast – rescue of yeast from PfHsp40 toxicity, primary screen, S. cerevisiae, ATP luminescence; S. cerevisiae expressing PfHsp40, growth rescue; 0.68% of 340,000 active; growth rescue, % at 12.5 µM; in the data active means growth rescue above about 28%, passing the limit was not always enough; inconclusive means no clear call, values can overlap the other calls;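 further: yeast W303a lacking pdr1 and pdr3 grown in galactose medium; growth measured after three days at 30 °C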
# TcdB GH inh – TcdB glycohydrolase inhibitors, primary screen, biochemical, single point, plate reader | 0.24% of 350,000 active | inhibition, % at 9.99 µM | TcdB glycohydrolase enzymatic assay; in the data active means inhibition above about 10%
# UGM FP inh – M. tuberculosis UGM enzyme inhibitors, primary screen, biochemical, fluorescence polarization, single point; purified UGM, fluorescence polarization probe displacement; AID 504406, 2011; UDP-galactopyranose mutase (Mycobacterium tuberculosis (strain ATCC 25618 / H37Rv)), …; 0.06% of 320,000 active; inhibition, % at 10 µM; in the data active means inhibition above about 10%, passing the limit was not always enough; inconclusive means no clear call, values can overlap the other calls
# Target sequence (P9WIQ1 whole entry, looked up): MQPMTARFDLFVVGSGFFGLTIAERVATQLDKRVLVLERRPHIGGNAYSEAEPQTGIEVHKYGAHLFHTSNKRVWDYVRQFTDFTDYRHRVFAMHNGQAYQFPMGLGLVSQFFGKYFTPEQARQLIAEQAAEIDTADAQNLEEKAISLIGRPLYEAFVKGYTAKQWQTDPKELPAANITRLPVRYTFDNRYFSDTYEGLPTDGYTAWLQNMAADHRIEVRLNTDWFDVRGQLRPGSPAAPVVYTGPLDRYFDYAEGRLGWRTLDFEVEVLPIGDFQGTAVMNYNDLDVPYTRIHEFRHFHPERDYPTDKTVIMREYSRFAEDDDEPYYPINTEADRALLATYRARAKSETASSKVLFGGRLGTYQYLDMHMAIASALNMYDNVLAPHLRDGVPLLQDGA
# Mtb BioA inh – M. tuberculosis BioA enzyme inhibitors, primary screen, biochemical, plate reader, single point, HTS | 0.096% of 360,000 active | AID 602481, 2012 | 7,8-diaminopelargonic acid synthase BioA (Mycobacterium tuberculosis) | inhibition, % at 9.99 µM | purified M. tuberculosis BioA enzyme; in the data active means inhibition above about 40%; inconclusive means no clear call, values can overlap the other calls
# FadD28 binding – inhibitors of FadD28 bisubstrate probe binding, primary screen, biochemical, fluorescence polarization, single point | Mycobacterium tuberculosis FadD28 fatty-acid-AMP ligase | AID 588549, 2011 | 0.22% of 360,000 active | inhibition, % at 12.5 µM; in the data active means inhibition above about 8.5%, passing the limit was not always enough; inconclusive means no clear call, values can overlap the other calls
# Yp Topo-I inh – Yersinia pestis topoisomerase I inhibitors, primary screen, biochemical, cleavage product accumulation, plate reader, single point; Y. pestis Topo-I cleavage product accumulation; activity, % at 10 µM; 0.064% of 360,000 active; AID 504884, 2011; in the data active means activity above about 50%, passing the limit was not always enough; inconclusive means no clear call, values can overlap the other calls; further: inactives centre near 2
# Vc quorum ag – inducers of Vibrio cholerae quorum light production without autoinducers, primary screen, BH1578 luxS cqsA deficient, single point | AID 588436, 2011 | activation, % at 18.7 µM | 0.16% of 350,000 active | V. cholerae BH1578 lux reporter, luminescence, 6 h; in the data active means activation mostly above about 9.7%, no sharp cut-off; inconclusive means no clear call, values can overlap the other calls; inactive means mostly below about 3.7%; further: not every result past the cut was called active; inactives centre near 0; reference of the scale not given here
# FBA Mtb inh – Mtb FBA enzyme inhibitors, primary screen, biochemical, fluorescence, strain H37Rv; inhibition, % at 1 µM; 2.3% of 360,000 active; purified M. tuberculosis FBA, fluorescence read-out; Fructose-bisphosphate aldolase (Mycobacterium tuberculosis (strain ATCC 25618 / H37Rv)), …; in the data active means inhibition above about 27%;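 further: 0% = vehicle and 100% = reference inhibitor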
# Target sequence (P9WQA3 whole entry, looked up): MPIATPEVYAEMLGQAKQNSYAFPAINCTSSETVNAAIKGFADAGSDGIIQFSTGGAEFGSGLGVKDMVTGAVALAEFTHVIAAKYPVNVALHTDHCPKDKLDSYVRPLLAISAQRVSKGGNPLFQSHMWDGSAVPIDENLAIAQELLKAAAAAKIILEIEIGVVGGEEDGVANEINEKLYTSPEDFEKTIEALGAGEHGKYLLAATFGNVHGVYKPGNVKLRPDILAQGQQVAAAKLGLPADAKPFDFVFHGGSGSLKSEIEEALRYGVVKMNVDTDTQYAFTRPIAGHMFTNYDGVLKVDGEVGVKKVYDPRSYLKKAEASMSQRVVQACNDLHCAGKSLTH
# GDH-TPI inh – GDH-TPI coupling enzyme inhibitors, primary screen, artefact control for M. tuberculosis FBA inhibitor project, biochemical, absorbance, full deck | GDH-TPI coupled enzyme counterscreen, NADH absorbance | AID 588335, 2011 | 1.2% of 360,000 active | inhibition, % at 4.8 µM; in the data active means inhibition above about 30%;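 further: 0% = DMSO wells and 100% = wells lacking the enzyme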
# * hit, by the source's call; i = inactive; u = inconclusive; x = no result given.
cpd	structure	PfHsp40 yeast	TcdB GH inh	UGM FP inh	Mtb BioA inh	FadD28 binding	Yp Topo-I inh	Vc quorum ag	FBA Mtb inh	GDH-TPI inh
1	CCCc1ccc(OCc2ccc(C(=O)O)o2)c(OC)c1	0.5	x	-0.1	-2.0	-3.3	-2	i	3	-8
2	CC(=O)c1ccc(S(=O)(=O)NCc2ccc(C(=O)NCC(c3ccccc3)N(C)C)cc2)cc1 (centres undefined)	0.0	-5.4	-0.1	0.0	-4.3	3	-0.7	0	-2
3	COc1ccc(C)cc1N(C(=O)COc1cccc(F)c1)c1nc2ccccc2s1	-0.5	1.0	2.1	-1.3	-3.7	-4	-0.5	-3	3
4	CC(C)CNC(=O)c1cc2nc(C3CC3)cc(C(F)(F)F)n2n1	-1.2	x	0.9	-0.1	-0.5	5	i	79*	13
5	COc1ccc(NC(=O)CN(c2ccccc2F)S(=O)(=O)c2ccc(C)cc2)cc1	-0.5	-2.2	-2.5	-1.1	1.2	15	-2.0	-1	14
6	O=C(Nc1ccc(F)cc1)Nc1ccc2c(c1)CCC2	-0.5	1.0	0.1	3.7	-2.1	-4	i	1	-1
7	CCC(=O)NNc1ccc(Br)cc1	2.7	x	1.6	x	-3.0	-1	i	-4	5
8	Cc1cccc(NC(=O)CSCC(=O)N2CCN(Cc3ccc4c(c3)OCO4)CC2)c1	0.7	0.3	-1.0	4.1	-1.6	33	-1.5	5	2
9	Cc1ccc(O)c(C(=O)c2cnn(C(=O)Cc3csc(C)n3)c2)c1	0.0	x	-1.2	-1.9	-3.0	-3	-0.6	6	13
10	Fc1ccc(-c2csc3ncnc(Cl)c23)cc1	0.8	-0.2	0.9	x	1.3	-4	-0.2	8	9
11	Clc1ccc(-n2ncc3c(NCc4ccccn4)ncnc32)cc1	-0.7	x	3.1	-0.3	-1.0	3	-6.2	4	0
12	COc1ccccc1CCNC(=O)c1nc(-c2cccs2)no1	-1.9	0.3	1.0	1.9	-0.2	-9	-0.5	-2	8

# Entries of single compounds from above. Order of values: PfHsp40 yeast	TcdB GH inh	UGM FP inh	Mtb BioA inh	FadD28 binding	Yp Topo-I inh	Vc quorum ag	FBA Mtb inh	GDH-TPI inh
# Record of COc1ccc(NC(=O)CN(c2ccccc2F)S(=O)(=O)c2ccc(C)cc2)cc1 → -0.5	-2.2	-2.5	-1.1	1.2	15	-2.0	-1	14
# Record of CC(=O)c1ccc(S(=O)(=O)NCc2ccc(C(=O)NCC(c3ccccc3)N(C)C)cc2)cc1 (centres undefined) → 0.0	-5.4	-0.1	0.0	-4.3	3	-0.7	0	-2

# Later entries.
cpd	structure	PfHsp40 yeast	TcdB GH inh	UGM FP inh	Mtb BioA inh	FadD28 binding	Yp Topo-I inh	Vc quorum ag	FBA Mtb inh	GDH-TPI inh
13	COc1cccc(CNc2ccc3c(c2)ncn3C(C)C)c1OC	0.7	-4.3	-1.3	1.3	1.1	8	-0.3	11	-11
14	O=C(NCc1cccnc1)Nc1ccc(Br)cc1	-0.1	0.8	0.5	1.0	-1.3	7	0.6	2	-1
15	CCN(CC)CCCNc1nc(CN2CCOCC2)nc2sc3c(c12)CCC3	1.1	1.3	3.6	x	0.1	-7	i	4	3
16	Nc1ccc(O)c(-c2nc3ccccc3s2)c1	1.3	x	1.4	-3.9	-4.0	7	5.6	4	23
17	C/C(=N\O)C1/C(=N/O)CC2C1C2(C)C (centres undefined)	0.2	x	-0.4	-0.8	-2.0	-8	-0.1	2	-2
18	Cc1cc(Cl)ccc1OCCCC(=O)NNC(=O)c1ccncc1	-0.3	0.2	0.1	0.2	-2.2	-1	i	6	3
19	COc1ccc(C(C)=O)cc1CSc1nc2ccccc2c(=O)n1-c1ccccc1C	-1.9	0.3	2.4	0.6	-2.1	4	0.3	-2	-4
20	Cc1ccccc1NS(=O)(=O)c1ccc(NC(=O)c2ccco2)cc1	0.6	x	0.4	-0.5	0.4	-1	i	-1	-2
21	COc1cccc(CNC(=O)CSc2ccc(-c3ccccn3)nn2)c1	357*	0.9	-1.4	x	-1.9	3	-0.8	5	5
22	COc1ccc(Cl)cc1C(=O)NNC(=O)CSc1nncn1C	0.0	-0.4	-5.6	1.8	-1.1	1	i	-1	5
23	O=C(O)COc1ccc(/C=N/NC(=O)c2cn(-c3ccccc3)nc2-c2ccccc2)cc1	0.2	1.6	-0.1	1.8	-13	21	-3.3	-2	24
24	CN(C)CC/C=C1\c2cc(Cl)ccc2Sc2cc(F)c(F)cc21	0.0	3.0	-0.8	x	-4.9	-14	-0.5	7	-8
25	CC(C)(C)NC(=O)Cn1nnc(-c2ccccc2Cl)n1	-2.7	x	1.6	-0.2	u	7	-1.1	-4	6
26	O=C(NC1CCCCCCC1)C1CCCN(S(=O)(=O)c2cnc[nH]2)C1 (centres undefined)	1.6	0.5	-1.7	-1.5	0.2	1	-0.2	1	0
27	CC(C)NC(=O)c1ccccc1NC(=O)Cc1ccc(Br)cc1	0.6	-0.9	-1.7	x	-2.1	4	-0.1	3	5
28	Cc1ccc(NC(=O)c2nc[nH]c2C(=O)Nc2ccccc2F)cc1	x	-0.3	x	-1.2	-1.2	-1	-0.4	4	15
29	O=C(Nc1ccnn1C1CCN(Cc2ccc(F)cc2)CC1)C1CC1	-0.8	0.2	x	-1.8	-1.4	3	i	-1	-11
30	O=[N+]([O-])c1cc(Br)ccc1C[n+]1ccccc1	1.3	0.9	x	-6.7	0.5	-3	-0.2	4	3
31	O=c1c2cn[nH]c2nc(SCc2ccccc2F)n1-c1ccc(Br)cc1	-0.5	0.9	1.5	x	-8.8	25	-5.6	-2	2
32	c1csc(C2=Nn3c(nnc3-c3ccncc3)SC2)c1	-0.8	x	-2.5	6.2	-1.4	3	i	0	3
33	CC(C)(C)c1cc(CCC(=O)N2CCNCC2)c(C(C)(C)C)cc1O	-0.3	x	-0.8	-0.6	-4.1	-16	-0.3	-1	-8
34	NS(=O)(=O)c1ccc(NC(=S)N2CCCC2)cc1	0.9	1.3	-0.5	-0.9	1.2	5	-0.5	4	10
35	C/C(=N\O)c1ccc2[nH]ccc2c1	0.8	x	-0.5	0.1	-0.3	11	i	2	-2
36	O=C1c2ccccc2NC(c2ccccc2)N1NS(=O)(=O)c1ccccc1 (centres undefined)	-1.7	0.8	-1.1	x	0.7	4	-0.3	1	-3
37	Cc1ccc(-c2nnc(N3CCCCC3)c3ccccc23)cc1	0.5	1.5	2.4	7.7	-1.3	21	-0.3	0	0
38	O=[N+]([O-])c1ccc(C(c2ccc([N+](=O)[O-])cc2)c2ccc([N+](=O)[O-])cc2)cc1	1.6	1.0	x	-0.6	-4.3	-11	-5.7	-2	-5
39	CSc1nc(NC(C)(C)C)nc(N2CCOCC2)n1	1.0	x	-3.9	-0.1	0.5	-1	-2.9	0	0
40	CCOC(=O)c1c(C)nc2ccc(C)cn12	-0.7	x	-0.6	0.7	1.8	0	i	1	20
41	Cn1c(SCC(=O)N/N=C/c2ccccn2)nnc1-c1ccccc1	-0.7	-1.1	-0.4	1.7	-1.0	-6	-0.4	-2	12
42	CCCN1CCC(=NNC(=O)CSc2cc(C)c(Br)cc2C)CC1	1.5	x	0.8	3.1	-1.8	13	0.2	-1	-1
43	C/C(=N\OCC(=O)Nn1c(=O)[nH]c2ccccc2c1=O)c1ccccc1	-2.0	7.4	0.1	x	-2.3	-2	-0.4	-5	1
44	O=C(NCCOc1ccccc1Cl)C(=O)NCCOc1ccccc1Cl	-0.5	-0.2	1.0	-0.9	-0.4	10	-0.2	-1	-4
45	CCOC(=O)c1cc2c(c(CCO)n1)[C@@H](CCO)N(S(=O)C(C)(C)C)C2 (some centres undefined)	-1.7	-0.5	x	-0.7	-0.7	2	i	0	4
46	O=C(C[n+]1ccc2ccccc2c1)c1ccccc1	0.5	-0.7	-2.2	-5.6	-0.8	-3	i	1	17
47	Cc1nnc(-c2ccc(N3CCOCC3)c([N+](=O)[O-])c2)o1	0.0	x	0.4	7.3	-3.5	-9	i	-2	3
48	O=C(CCC(=O)N(CC(=O)NC1CCCCC1)c1ccc(F)cc1)Nc1ccccn1	1.0	1.2	-2.3	0.1	-1.1	-2	-0.8	-1	3
49	CC1CCCN(CC(=O)Nc2ccc(S(=O)(=O)N3C(C)CCCC3C)cc2)C1 (centres undefined)	x	-0.6	x	-1.2	-0.9	23	i	-2	6
50	CCOC(=O)C1CCN(C(=O)c2cccc(C(=O)N3CCC(C(=O)OCC)CC3)c2)CC1	1.4	-0.4	-0.2	6.1	-4.4	1	i	-4	-11
51	Cc1ccccc1-n1nc2c(c1NC(=O)C1CC1)CS(=O)(=O)C2	x	8.4	x	-0.6	-3.5	0	-0.7	-3	-1
52	CCCCNC(=O)OCC(CC)NC(=O)OC(C)C (centres undefined)	-0.5	x	-2.0	-1.9	-4.1	-11	-0.5	-1	-7
53	CCOC(=O)C1CCCN(Cc2ccccc2Cl)C1 (centres undefined)	0.1	x	0.9	x	-3.3	-7	i	0	5
54	CCCCc1ccc(Nc2nc(N3CCOCC3)nc(N3CCOCC3)n2)cc1	-1.2	2.1	-3.0	-1.2	-3.3	5	i	-3	-3
55	C=CCSc1nc(O)c(CC)c(=O)n1C(C)CC (centres undefined)	-0.6	4.1	4.4	-1.2	-1.2	-5	0.7	-6	-1
56	Cc1ccc(SCc2nc(N)nc(Nc3ccccc3C)n2)cc1C	-0.1	-5.3	-1.5	x	-3.6	1	-0.2	-1	6
57	Cc1cc(=O)n(CC=C(Cl)Cl)c2ccccc12	1.6	x	-1.3	x	-1.7	2	i	-1	-5
58	Cc1cc(Cl)c(S(=O)(=O)N2CCCC2)cc1OCC(N)=O	-1.2	1.9	0.5	x	-1.4	5	-0.4	3	6
59	C=CCNC(=S)/N=c1/ccccn1CC	0.8	-1.1	-0.8	x	-1.2	-2	-0.7	10	17
60	CN(C)CCCNC(=O)C1(O)c2cc(Br)ccc2NC(=O)N1c1c(F)cccc1F (centres undefined)	-1.0	0.2	-0.7	1.7	-2.7	-2	0.0	-4	-5
61	S=C(N/N=C/c1ccc(Cl)c(Cl)c1)Nc1ccccc1Cl	-1.9	-0.1	0.3	x	-0.9	0	-0.7	-3	2
62	O=C1Nc2ccccc2C(=O)N2[C@H](c3cccc(Br)c3)[C@@H]3C(=O)N(Cc4ccccc4)C(=O)[C@@H]3[C@H]12	1.5	1.5	0.3	0.5	-1.6	1	5.2	-11	0
63	CC1=C(C#N)CCC(=O)N1Cc1c(F)cccc1Cl	-0.5	0.7	1.9	x	-0.5	-4	-0.6	2	-2
64	COc1cc(C2NC(=O)CCC2[N+](=O)[O-])c(OC)cc1Br (centres undefined)	-0.2	3.6	-1.2	-1.2	0.4	8	-0.6	3	-6
65	C/C(=N\NC(=O)c1c(Br)cnn1C)c1ccc(NC(=O)c2ccc(F)cc2)cc1	-0.9	0.0	-1.8	x	-1.1	-2	i	-2	3
66	CC(=O)/C(N=Nc1ccc(SC(F)F)cc1)=C(\C)O	0.2	0.3	0.1	x	-2.3	-2	-1.6	0	13
67	CCOc1ccccc1C(=O)NCC(=O)OCCOc1cccc(Cl)c1	2.0	-0.6	0.9	0.3	-0.8	32	-0.6	-1	-9
68	COc1ccc(CCN2C(=O)CC(C(N)=O)SC2=Nc2ccccc2)cc1OC (centres undefined)	-0.4	-0.1	-0.3	-1.2	-1.5	13	i	0	-1
69	CC(=O)c1c(C)[nH]c(C2=NNC(=NC(C)(C)C)SC2)c1C	-1.0	0.8	1.3	x	-2.1	13	-1.2	0	7
70	O=C(CN1C(=O)NC2(CCCc3ccccc32)C1=O)Nc1ccccc1OC(F)F (centres undefined)	-0.6	1.3	x	-0.4	-0.7	-18	-5.9	0	11

# Compounds were not picked by outcome. About 4.6% of those tested had a hit in this group.
